Bioassay records (PubChem)
TDP-43 yeast inh = TDP-43 toxicity inhibition in yeast; TDP-43 expressing yeast growth rescue, BacTiter-Glo, 24 h; 410,000 compounds, 1.8% hits; Potency, µM (titrated, usually from 46.1 µM), inactives show at the top dose growth rescue (activation), usual class: activators; also: potency is read from the fitted curve at half-maximal effect; % of control where 0% means no effect; nearly all actives have a fitted effect of over 50% in size
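Yeast cells expressing TDP-43 under galactose induction are exposed to compounds for 24 hr at 30 deg C. BacTiter-Glo luminescence measures growth, so protective compounds score as activators.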
PTHR1 agonist = activates the human parathyroid hormone receptor PTHR1. Q03431. HEK293 GP2 PTHR1 cells, GloSensor cAMP luminescence, 1 h. Potency, µM (top dose mostly 115 µM), for the others: at the top dose activation, most hits filed as activators. 410,000 compounds, 0.075% hits; also: potency is read from the fitted curve at half-maximal effect; nearly all actives have a fitted effect of over 55% in size; some results filed as inactive show a strong effect at the top dose; inactives centre near -15; many of its hits are not listed in these tables
Target sequence (Q03431 whole entry, looked up): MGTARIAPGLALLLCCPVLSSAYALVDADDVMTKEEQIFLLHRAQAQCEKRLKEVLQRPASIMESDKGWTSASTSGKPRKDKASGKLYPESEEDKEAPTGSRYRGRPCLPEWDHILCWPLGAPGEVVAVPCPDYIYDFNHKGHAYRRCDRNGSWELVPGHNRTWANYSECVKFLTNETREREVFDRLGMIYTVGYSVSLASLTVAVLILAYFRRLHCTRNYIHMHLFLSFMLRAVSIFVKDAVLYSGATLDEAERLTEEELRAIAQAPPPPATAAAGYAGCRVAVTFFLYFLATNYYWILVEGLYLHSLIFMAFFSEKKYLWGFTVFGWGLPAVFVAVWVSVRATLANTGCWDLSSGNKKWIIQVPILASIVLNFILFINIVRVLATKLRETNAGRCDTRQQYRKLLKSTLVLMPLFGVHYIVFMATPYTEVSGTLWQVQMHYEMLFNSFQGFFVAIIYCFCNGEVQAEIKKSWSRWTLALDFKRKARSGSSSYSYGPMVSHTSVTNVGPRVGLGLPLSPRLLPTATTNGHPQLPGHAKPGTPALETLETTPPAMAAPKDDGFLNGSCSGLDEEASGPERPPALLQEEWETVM
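HEK-293-derived GP2 cells expressing PTHR1 and a GloSensor cAMP reporter, 3,000/well, plated overnight, given luciferin plus IBMX (each 0.5 mM as added) for 1 h at 37 °C, then compound for 1 h at 37 °C. Luminescence was read after 15 min at room temperature.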
GLP-1R inv ag = GLP-1 receptor (human) inverse agonism; P43220; HEK293 GLP-1R CRE-luciferase, luminescence, 24 h; GLP-1R form is constitutively active; Potency, µM (series often up to 38.3 µM), without a hit: top-dose activity change, negative = inhibition, most hits filed as inhibitors; 410,000 compounds, 1.6% hits; AID 624417; also: potency is read from the fitted curve at half-maximal effect; % is scaled to controls: 0 for no effect and ±100 for the full control effect; nearly all actives have a fitted effect of over 55% in size
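HEK293 cells stably co-expressing a cAMP-responsive luciferase reporter and constitutively active GLP-1R were seeded, incubated 12 h, then exposed to compounds for 24 h at 37 C. Luminescence was read 12 min after detection reagent; inverse agonists lower signal.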
D3 ag = agonists of human D3 dopamine receptor. AID 652048. max activation, %. D3R DiscoveRx beta-arrestin cells, luminescence, 90 min. P35462. 410,000 compounds, 0.58% hits; in the data active = max activation above about 30%; also: 0% is about no effect; mostly tested at two doses, the higher about 12 µM
Target sequence (P35462 whole entry, looked up): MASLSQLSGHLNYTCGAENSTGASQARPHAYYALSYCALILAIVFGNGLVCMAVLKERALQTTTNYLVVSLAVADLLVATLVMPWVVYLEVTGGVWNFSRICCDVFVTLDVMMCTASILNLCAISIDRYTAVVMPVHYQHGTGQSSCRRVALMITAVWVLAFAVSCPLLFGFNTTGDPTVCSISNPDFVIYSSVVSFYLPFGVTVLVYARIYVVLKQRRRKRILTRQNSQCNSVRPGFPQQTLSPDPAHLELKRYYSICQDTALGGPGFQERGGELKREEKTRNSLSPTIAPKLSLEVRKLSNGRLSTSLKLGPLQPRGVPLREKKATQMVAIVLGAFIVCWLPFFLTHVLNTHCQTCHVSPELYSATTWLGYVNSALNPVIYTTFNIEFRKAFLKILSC
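Cells at 1500/well, incubated overnight, then treated with pinned compounds (dopamine as control) for 90 min at 37 degrees C. DiscoveRx reagent added for 30 - 60 minutes at room temperature; luminescence read.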
GLP1R cytotox = cytotoxic in the GLP-1 receptor inverse agonist counter-screen; Potency, µM (doses to about 38.3 µM), for the others: at the top dose activity change, negative = inhibition, actives largely listed as inhibitors; AID 624418; 410,000 compounds, 0.13% hits; HEK293 cAMP-luciferase reporter cells, luminescence, 24 h;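 also: loss of luciferase light is scored as toxicity; potency is read from the fitted curve at half-maximal effect; % is scaled to controls: 0 for no effect and ±100 for the full control effect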
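Quantitative HTS format, 1536 wells, 200 cells/uL seeded. Compounds: 23 nL, 24 h, 37 °C. Detection: luciferase reagent, luminescence at 12 min RT; decreased signal taken as cytotoxic.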
KB-V1 MDR tox = kills drug-selected multidrug resistant KB-V1 cells | 400,000 compounds, 3.4% hits | Potency, µM (highest dose often 46.1 µM), for the others: at the highest dose activity change, negative = cytotoxicity, hits mostly cytotoxic | KB-V1 MDR cells viability, CellTiter-Glo, 72 h; also: potency is read from the fitted curve at half-maximal effect; % is scaled to controls: 0 for no effect and ±100 for the full control effect; nearly all actives have a fitted effect of over 60% in size
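Potencies derive from concentration-effect curves fitted to normalized luminescence (CellTiter-Glo) of KB-V1 cells treated for 72 h at 37 degrees C in phenol-red-free DMEM containing 10% FBS.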
D3 antag = antagonists of human D3 dopamine receptor; P35462; D3R cells, DiscoveRx beta-arrestin luminescence, antagonist mode; active compounds read low; max response, negative = inhibition, %; 360,000 compounds, 2.5% hits; in the data active = max response below about -50%; inconclusive = no clear call, values can overlap the other calls; also: % is scaled to controls: 0 for no effect and ±100 for the full control effect; mostly tested at two doses, the higher about 12 µM
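Cells plated overnight at 1500 cells/well, then exposed to library compounds with dopamine controls for 90 minutes at 37 degrees C. DiscoveRx reagent added for 30–60 minutes at room temperature; luminescence read, quantitative HTS format.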
aSyn rescue = inhibitors of alpha-synuclein toxicity in yeast | Yeast expressing alpha-synuclein, growth rescue, BacTiter-Glo, 24 h | Potency, µM (series often up to 46.1 µM), inactives show top-dose growth rescue (activation), most hits filed as activators | 370,000 compounds, 0.14% hits; also: potency is read from the fitted curve at half-maximal effect; % of control where 0% means no effect; nearly all actives have a fitted effect of over 65% in size
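Readout is rescue of growth in alpha-synuclein-expressing yeast, so inhibitors of toxicity appear as activators. Growth after 24 hr at 30 deg C in galactose medium is quantified by luminescence.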
GLP1R ag = agonists of human GLP-1 receptor; P43220; HEK293 GLP-1R CRE-luciferase, luminescence, 4-6 h; cells express a hypersensitive GLP-1R form; Potency, µM (titrated, usually from 45.6 µM), for inactives: top-dose activation, usual class: activators; 380,000 compounds, 0.007% hits; also: potency is read from the fitted curve at half-maximal effect; % of control where 0% means no effect
The depositor's hits bear a star; i = inactive; ? = inconclusive; . = no result given; & = joins results of further samples; [ ] = dose if it differs, or a comment. Unless noted, calls follow the shape of the dose curve; as a rule, active = well fitted curve in the direction sought with a large enough effect; inconclusive = small, poorly fitted or top-dose-only effect, or another doubt; inactive = no such curve, though single readings can be large; an effect the other way counts as inactive or inconclusive.

SMILES	TDP-43 yeast inh	PTHR1 agonist	GLP-1R inv ag	D3 ag	GLP1R cytotox	KB-V1 MDR tox	D3 antag	aSyn rescue	GLP1R ag
O=C(N/N=C\c1ccc([N+](=O)[O-])o1)c1cncc(Br)c1	?	-23%	4%	5	?	?	-2	2%	-5%
CCC1CCCCN1S(=O)(=O)c1ccc(C(=O)N(CCCN(C)C)c2nc3cc4c(cc3s2)OCO4)cc1 (configuration not stated)	-26%	-32%[inhibitor]	?	-14	?	2%	-27	-4%	9%
CCCCNC(=O)CN1C(=O)CN=C(c2ccccc2)c2ccccc21	2%	i	-1%	-14	1%	?	-24	-3%	-3%
Cc1cccn2c(=O)c3c(nc12)N1CCCCCC1C1(C3)C(=O)N(C)C(=O)N(C)C1=O (configuration not stated)	7%	-24%	?	-7	-11%	1%	-9	11%	0%
COP(=O)(OC)/C(C=O)=N/Nc1ccc([N+](=O)[O-])cc1	-9%[0.397 µM]	i	20%	3	?	-17%	-23	2%	-5%
CN(C)CCCN=Cc1c(O)n(Cc2ccco2)c(=O)[nH]c1=O	-19%	i	-23%	-1	-26%	-1%	-4	1%	-1%
Nc1ccncc1Cl	-12%	11%	-3%	-1	-13%	-29%	-2	-10%	-6%
COC(=O)C1=C(c2ccc(OC)c(OC)c2)C[C@@H]2CC[C@H]1N2C(=O)NC1CCCCC1	2%	-34%	10%	-8	0%	-13%	18	-5%	5%
CCC1C(C#N)=C(N)Oc2c1c(=O)oc1ccccc21 (configuration not stated)	10%	i	8%	2	1%	17%	-2	2%	1%
COC(=O)[C@@H]1C[C@H]1[C@@H](NP(=O)(c1ccccc1)c1ccccc1)c1ccccc1	-7%	-4%	2%	15	3%	0%	11	-2%	6%
Cc1ccc(/C=C2/C(=O)NC(=O)N(CC3CCCO3)C2=O)s1 (configuration not stated)	11%	-11%	23%	7	1%	9%	5	0%	-6%
CCc1ccc(CN2CCN(Cc3ccc(SC)cc3)CC2)cc1	2%	-23%	?	-19	-28%	?	?	-6%	6%
COc1ccc(C(=O)C2CCCN(CCc3ccccc3)C2)cc1OC (configuration not stated)	0%	0%	7%	-25	-4%	-8%	-68*	-2%	3%
Cc1ccnc(-n2c(C)cc(/C=C3\C(=O)NC(=S)N(C)C3=O)c2C)c1	35µM*	-30%[inhibitor]	4%	2	13%[1.53 µM]	8%	11	17%	-10%
O=c1c2ccccc2nc(-c2ccc(Cl)cc2Cl)n1-c1ccncc1	3%	-9%[57.5 µM]	0%	3	-22%	?	30	5%	-2%
OC1/C(=C/c2ccccc2C(F)(F)F)N2CCC1CC2 (configuration not stated)	-10%[9.22 µM]	i	1%	-9	6%	0%	-12	3%	1%
CNC(=O)OCc1n(C)cc[n+]1C	-15%	-10%	-2%	-5	9%	?	-25	-3%	4%
COC(=O)C1=C(c2ccccc2OCc2ccccc2)C[C@@H]2CC[C@H]1N2C(=O)NCc1ccc([N+](=O)[O-])cc1	23%	-14%	-2%	-9	19%	-5%	-19	14%	4%
Cc1ccc2c(c1)CCCN2N=O	-13%	10%	2%	-8	-17%[1.53 µM]	-6%	-12	-4%	6%
COc1cc2nc(CN3CC=C(c4ccccc4)CC3)[nH]c(=O)c2cc1OC	8%	i	-9%	5	-24%	?	22	0%	5%
Cc1c(OCC(F)(F)F)ccnc1CS(=O)c1nc2ccccc2[nH]1 (configuration not stated)	5%	-7%	17%	12&0	-17%	10%	-4	-85%&1%[inhibitor]	12%&7%
COC(=O)C1=C(c2cc3ccccc3s2)C[C@@H]2CC[C@H]1N2C(=O)NCc1ccco1	?	i	?	-5	0%	-17%	-9	10%	8%
O=C1N[C@H](Cc2ccccc2)C(=O)N2[C@@H]3[C@H](C[C@@H]12)c1ccccc1N3OOSc1ccccc1	18%	i	-19%	11	0%	0%	20	-12%	-2%
Cc1ccc(-n2c(O)c(/C=N/c3ncc(Br)cc3Br)c(=O)[nH]c2=O)cc1	7%	-11%	-5%	-3	3%	-7%	-19	-7%	0%
COC(=O)C1=C(c2ccc(-c3ccccc3)c(F)c2)C[C@@H]2CC[C@H]1N2C(=O)NCCNC(C)=O	15%	i	19%	0	-4%	18%	25	2%	-1%
Cc1ccc(C(=O)N[C@@H](C)CN2C3=NC[C@H](Cc4ccccc4)N3C[C@H]2Cc2ccc(O)cc2)cc1Br	-3%	-32%[inhibitor]	?	-23	?	25%	-27	-2%	-4%
CN1CCN(c2ccc([N+](=O)[O-])c(SCCO)c2)CC1	18%[9.22 µM]	i	8%	-4	-19%	-15%	-4	4%	3%
CN1CCN(Cc2cc(=O)n3ccsc3n2)CC1	-17%	i	15%	-12	-4%	4%	-4	-2%	-2%
CN1CCCN(C(=O)COc2ccc(F)cc2F)CC1	7%	i	-17%	2	0%	25%	-4	1%	-4%
COc1ccc(-c2[nH]ncc2N=Nc2ccccc2)cc1	?	-2%	-11%	17	?	?	8	5%	8%
O=[N+]([O-])c1cc([As](=O)(O)c2ccc(O)c([N+](=O)[O-])c2)ccc1O	-19%	i	2%	-13	?	0%	?	-16%	4%
CCC(=NCCCO)c1c(O)n(-c2ccc(OC)cc2)c(=O)[nH]c1=O	-10%	?	15%	-1	-9%	-10%	-22	-13%	-2%
C=CCn1c(O)c(C(C)=NCCC2=CCCCC2)c(=O)[nH]c1=O	?	-9%[57.5 µM]	-6%	-3	8%	0%	11	-2%	3%
O=C(c1ccccc1[N+](=O)[O-])N1CCC2(CC1)OCCO2	-10%	?	9%	-1	8%	0%	-10	-17%	3%
Cc1cnc(-n2c(=S)[nH]c3ccccc3c2=O)s1	17%	i	7%	3	20%	12%	11	-1%	-2%
COC(=O)C(O)(c1c(C)[nH]n(-c2ccccc2)c1=O)C(F)(F)F (configuration not stated)	-4%	-20%	-12%	-7	-7%	-6%	-16	1%	8%
COc1cc(CN=C(C)c2c(O)n(C3CCCCC3)c(=O)[nH]c2=O)cc(OC)c1	14%	-19%	?	7	?	?	4	3%	28%
C=CCn1c(O)c(C=Nc2ccc(N(CC)CC)cc2)c(=O)[nH]c1=O	-2%	-11%[57.5 µM]	0%	10	75%[activator]	20%	17	-18%	2%
CC(C)(C)C(=O)c1cn(CC(=O)NCc2ccco2)c2ccccc12	11%	-58%[inhibitor]	?	-17	-21%	-26%	11	3%	-2%
O=C(c1cc(S(=O)(=O)N2CCC3(CC2)OCCO3)ccc1F)N1CCC2(CC1)OCCO2	-14%	-50%[inhibitor]	18%	1	-6%	-25%	3	-5%	-6%
O=C(C1CCN(c2ncnc3c2nc2n3CCCCC2)CC1)N1CCN(c2cccc(Cl)c2)CC1	27%&12%	-45%&-94%[inhibitor]	8.9µM*	10&2	?	-17%	60	9%	-2%
CCCC[N+]1(C)C2CC(OC(=O)C(CO)c3ccccc3)CC1C1OC12 (configuration not stated)	28%	i	-3%	18	9%	5%	17	-2%	-1%&-1%
COc1cc(-c2ccc(N)c(OC)c2)ccc1N	19%	-10%	2%	-3	-4%	3%	-5	-2%	8%
N#CC1=C(N)NC(SCC(=O)Nc2ccc(Br)cc2)=C(C#N)C12CCCCC2	-19%	-9%[57.5 µM]	7.9µM*	-14	?	2%	0	-14%	-1%
O=C1CN=C(c2ccc(Br)cc2)c2c(sc3c2CCCC3)N1CCN1CCCCC1	9%	-20%	?	-14	5%	-15%	4	-1%	-4%
N[C@@H](Cc1c[nH]c2ccccc12)c1nnc(SCc2ccc(F)cc2)o1	-14%	i	2%	-10	-5%	1%	-3	5%	-13%
O=C(N/N=C1/CN2CCC1CC2)c1cc2ccccc2cc1O	25%	i	0%	-5	21%	2%	-19	-1%	-17%
COc1ccccc1NC(=O)N(Cc1ccc2c(c1)OCO2)C1CCN(Cc2ccccc2)CC1	4%	i	?	-34	8%	-18%	.	.	.
COP(=O)(OC)c1nc(-c2cccc3ccccc23)oc1N1CCCCC1	11%	-2%	?	0	69%[activator]	12%	-7	14%	-2%
COC(=O)C1=C(c2ccc(C(C)=O)cc2)C[C@@H]2CC[C@H]1N2C(=O)NCCNC(C)=O	6%	-34%[inhibitor]	25%	1	7%	0%	-18	7%	14%

Not all compounds are listed; count on the stated rates, not on these rows.
